Bioassay records from PubChem.
GLS inh: glutaminase GLS (human) inhibition | GLS enzymatic activity, qHTS titration | Potency, µM (titrated, usually from 45.5 µM), for inactives: at the top dose activity change, negative = inhibition, usual class: inhibitors | 410,000 tested, 0.21% active; also: potency is read from the fitted curve at half-maximal effect; % is scaled to controls: 0 for no effect and ±100 for the full control effect
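Coupled fluorescence readout: glutamate oxidase/HRP/Amplex Red detect glutamate formed by hKGA from L-glutamine (1 mM solution added). Buffer 45 mM KH2PO4 pH 8.2, 0.02% Tween-20; reads at t0 and 30 min RT.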
Tb PGK inh: inhibitors of T. brucei phosphoglycerate kinase; Potency, µM (doses to about 57.5 µM), for inactives: at the top dose activity change, negative = inhibition, actives largely listed as inhibitors; PGK/GAPDH coupled, Kinase-Glo luminescence, 60 min; 380,000 tested, 0.043% active; P07378; AID 602233; also: potency is read from the fitted curve at half-maximal effect; % is scaled to controls: 0 for no effect and ±100 for the full control effect; nearly all actives have a fitted effect of over 60% in size
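Recombinant glycosomal PGK reaction used 1,3-bisphosphoglycerate generated in-well by GAPDH (100nM final) in 100mM TEA pH 7.6, 5mM MgCl2, 0.01% Tween-20. After 60 minutes at room temperature, ATP was read by Kinase-Glo Plus luminescence end-point.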
HP1b chromo inh: HP1-beta chromodomain-methylated histone interaction inhibition; P83916; AlphaScreen HP1-beta / biotin-H3K9me3 peptide binding; Potency, µM (highest dose often 114 µM), for the others: top-dose activity change, negative = inhibition, usual class: inhibitors; 390,000 tested, 0.56% active; AID 540317; also: potency is read from the fitted curve at half-maximal effect; nearly all actives have a fitted effect of over 70% in size; inactives centre near 23
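Compound inhibition of the preformed complex between 50 nM HP1-beta and 50 nM biotinylated H3K9me3 peptide was read by AlphaScreen. Buffer was PBS pH 7.4 with 0.01% Tween-20. Incubations ran 30 min at room temperature, with 10 ug/mL donor/acceptor beads.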
JMJD2A Tudor: blocks the human JMJD2A Tudor domain | Potency, µM (highest dose often 114 µM), for the others: top-dose activity change, negative = inhibition, hits mostly inhibitors | AlphaScreen JMJD2A-Tudor / H3K4me3 peptide binding | AID 504339 | 390,000 tested, 4.4% active | O75164; also: potency is read from the fitted curve at half-maximal effect; % is scaled to controls: 0 for no effect and ±100 for the full control effect; nearly all actives have a fitted effect of over 50% in size
Pin1 inh: blocks the human prolyl isomerase Pin1 | 390,000 tested, 0.009% active | Potency, µM (top dose mostly 115 µM), without a hit: at the top dose activity, negative = inhibition, hits mostly inhibitors | Pin1 FP peptide displacement, HiFluor488, 10 min | Q13526; active = well fitted inhibition curve with a large enough effect in the polarisation, with a control signal flat, not every such curve was filed as active; inconclusive = small, poorly fitted or top-dose-only effect, or effect the other way, or a change in a side signal; inactive = no such curve, though single readings can be large or run the other way; the % refers to the polarisation; also: potency is read from the fitted curve at half-maximal effect; % is scaled to controls: 0 for no effect and ±100 for the full control effect
G9a block: G9a (human) methyltransferase inhibition; Q96KQ7; G9a H3K9 monomethylation, AlphaScreen, 2 h; Potency, µM (top dose mostly 102 µM), for the others: at the highest dose activity, negative = inhibition, hits mostly inhibitors; 350,000 tested, 8.8% active; AID 504332; also: potency is read from the fitted curve at half-maximal effect; % is scaled to controls: 0 for no effect and ±100 for the full control effect; nearly all actives have a fitted effect of over 75% in size
Target sequence (Q96KQ7 913-1193 limits assumed): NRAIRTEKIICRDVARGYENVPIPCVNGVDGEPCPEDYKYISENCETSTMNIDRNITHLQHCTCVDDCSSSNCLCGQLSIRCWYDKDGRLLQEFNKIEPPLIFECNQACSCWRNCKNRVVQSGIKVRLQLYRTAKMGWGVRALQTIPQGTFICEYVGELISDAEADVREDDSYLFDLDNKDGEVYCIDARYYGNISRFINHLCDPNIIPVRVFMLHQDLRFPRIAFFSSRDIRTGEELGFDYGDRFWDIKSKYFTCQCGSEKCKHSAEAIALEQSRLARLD
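Compounds were preincubated with 20 nM G9a for 15 min, after which biotinylated H3K9 peptide (500 nM) and SAM (20 uM) started a 2 h room-temperature reaction. Monomethylated product was quantified by antibody-based AlphaScreen chemiluminescence.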
PI4K2A block: PI4K2A (human) kinase inhibition; Q9BTU6; purified PI4K2A, ADP-Glo luminescence, 1 h; stronger effect = lower value; activity change, negative = inhibition, % at 76.9 µM; 420,000 tested, 0.13% active; AID 1346378; in the data active = activity change below about -50%; inconclusive = mostly about -30% to -49%;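 also: -100% = wells without enzyme as full effect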
Target sequence (Q9BTU6 whole entry, looked up): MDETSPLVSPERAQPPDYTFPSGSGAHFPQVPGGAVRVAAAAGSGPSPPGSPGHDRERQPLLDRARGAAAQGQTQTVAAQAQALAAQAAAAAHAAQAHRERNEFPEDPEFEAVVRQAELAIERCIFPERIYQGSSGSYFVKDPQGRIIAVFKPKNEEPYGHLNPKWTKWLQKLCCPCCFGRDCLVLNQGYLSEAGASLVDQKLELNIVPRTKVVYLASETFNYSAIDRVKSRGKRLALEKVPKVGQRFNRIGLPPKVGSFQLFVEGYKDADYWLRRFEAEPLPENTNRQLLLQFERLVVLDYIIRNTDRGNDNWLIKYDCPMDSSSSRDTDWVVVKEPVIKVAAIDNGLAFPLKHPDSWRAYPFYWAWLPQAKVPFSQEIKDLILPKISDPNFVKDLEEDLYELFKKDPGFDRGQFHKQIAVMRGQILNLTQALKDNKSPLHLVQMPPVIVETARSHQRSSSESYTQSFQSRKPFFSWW
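In this quantitative HTS, ADP production by PI4K2A was quantified luminescently after 1 h at ambient temperature; 100 microM adenosine served as plate-quality control.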
Pol eta inh: blocks human DNA polymerase eta activity; recombinant Pol eta, fluorescent DNA replication assay; Potency, µM (top dose mostly 114 µM), for inactives: at the highest dose activity change, negative = inhibition, most hits filed as inhibitors; 390,000 tested, 1.2% active; AID 588591; also: potency is read from the fitted curve at half-maximal effect; % is scaled to controls: 0 for no effect and ±100 for the full control effect
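Fluorescent replication assay: 50 nM final substrate added after a 15 min room-temperature compound preincubation with 10 nM enzyme. Signal taken at 0 min and again at 10 min.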
BAZ2B block: BAZ2B (human) inhibition; Potency, µM (highest dose often 114 µM), for inactives: top-dose activity change, negative = inhibition, most hits filed as inhibitors; AID 504333; AlphaScreen BAZ2B-H3K14Ac peptide displacement; 360,000 tested, 4.4% active; Q9UIF8; also: potency is read from the fitted curve at half-maximal effect; % is scaled to controls: 0 for no effect and ±100 for the full control effect; nearly all actives have a fitted effect of over 60% in size
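AlphaScreen luminescence quantifies BAZ2B engagement of H3K14Ac peptide; the protein and biotinylated peptide are both at 50 nM final, buffer PBS pH 7.4 with 0.01% Tween-20, all steps at room temperature.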
The depositor's hits bear a star; i = inactive; ? = inconclusive; . = not tested or not shown; & = joins results of further samples; [ ] = another dose, or the depositor's remark. Unless noted, calls follow the shape of the dose curve; as a rule, active = well fitted curve in the direction sought with a large enough effect; inconclusive = small, poorly fitted or top-dose-only effect, or another doubt; inactive = no such curve, though single readings can be large; an effect the other way counts as inactive or inconclusive.

| SMILES | GLS inh | Tb PGK inh | HP1b chromo inh | JMJD2A Tudor | Pin1 inh | G9a block | PI4K2A block | Pol eta inh | BAZ2B block |
| --- | --- | --- | --- | --- | --- | --- | --- | --- | --- |
| CCOC(=O)c1nnn(-c2nonc2N)c1CN1CCc2ccccc2C1 | -12% | -7% | 8% | -25% | -11% | -56% | 6 | -15% | -9% |
| COc1ccc(-c2cc(C(F)(F)F)nc(SCC(=O)N(C)Cc3cn(C)nc3C)n2)cc1OC | 2% | i | 25% | -13% | 6% | ? | 2 | -14% | -28% |
| Cc1ccccc1CNC(=O)c1ccc2[nH]c(C)c(C)c2c1 | 6% | i | -16% | 50µM* | ? | ? | 1 | -14% | 40µM* |
| C/C(CC(=O)NCc1ccco1)=N\NC(=O)COc1ccc(Cl)cc1Cl | 12% | -2% | 22% | -20% | 0% | ? | 11 | -17% | -27% |
| COc1ccc(N=C2S/C(=C\c3ccc(OC(C)C(=O)O)c(OC)c3)C(=O)N2CCc2c[nH]c3ccccc23)cc1 (centres undefined) | 2% | -7% | ? | 40µM* | . | 35µM* | -2 | 32µM* | 22µM* |
| Cc1nn(-c2ccccc2)c2c1/C(=N/O)CC(C)(C)C2 | 16% | -3% | 8% | -8% | 2% | 14%[59 µM] | -5 | -7% | -4% |
| O=[N+]([O-])c1ccccc1S(=O)(=O)Nc1ccc(-c2ccc(N3CCCC3)nn2)cc1 | -12% | -2% | 20% | -17% | 0% | -8%[0.501 µM] | -8 | 20µM* | -7% |
| Fc1ccc(CNc2ncnc3onc(-c4ccc(F)cc4)c23)cc1 | 0% | i | 42%[activator] | 7% | 1% | -14%[59 µM] | -4 | -4% | 25%[57.1 µM] |
| COc1ccc(CNC(=O)c2ccc3c(c2)N(C)C(=O)C2CCCCN32)cc1OC (centres undefined) | 21% | -8% | 20%[57 µM] | -13% | 7% | 2%[59 µM] | -2 | 2% | -3% |
| CC(=Nc1ccccc1)C1=C(O)C(CC(C)C)NC1=O (centres undefined) | 1% | 3% | 12% | -3% | 3% | . | 0 | -17% | . |
| Cc1[nH]n(C(N)=S)c(=O)c1C(c1ccccc1)C(C#N)C#N (centres undefined) | 20% | i | 33% | 9% | -5% | ? | 48 | -16% | 12% |
| O=C(c1ccco1)N(Cc1cccc(Br)c1)C1CCS(=O)(=O)C1 (centres undefined) | 6% | 3% | 5% | -2% | 4% | -5%[0.0925 µM] | -23 | 2% | -3% |
| O=C(Nc1ccc(F)cc1)c1oc2ccccc2c1NC(=O)C1CC1 | -13% | -3% | 78%[activator] | -15% | -7% | . | -3 | -3% | -9% |
| COc1ccc(CCc2nc(C)ccc2O)cc1 | 24%&1% | 17%&2% | 21%&20% | -17%&-15% | -12%&-3% | -37%&4%[59 µM] | -3&1 | -10%&-9% | -26%&1% |
| O=C(NCCC1CCCCN1S(=O)(=O)c1ccccc1)C(=O)NCc1cccnc1 (centres undefined) | -1% | 8% | 13% | -7% | 5% | -2%[0.501 µM] | 2 | -16% | -2% |
| COc1ccc([N+](=O)[O-])cc1NC(=O)C1CCCNC1=O (centres undefined) | 0% | 1% | 2% | -14% | 4% | ? | 5 | -5% | 3% |
| CCCN(Cc1nc(-c2ccc(Cl)cc2)no1)CC1CCCO1 (centres undefined) | -2% | -2% | 174%[activator] | 69%[activator] | 1% | 171%[activator] | 3 | -17% | 40%[activator] |
| O=C(c1ccc(Cl)cc1)C1CCN(C(=S)Nc2ccccc2)CC1 | 9% | -1% | 28% | -9% | 0% | . | 2 | 6% | . |
| CNc1nc(-c2ccccc2)cc(C(F)(F)F)c1C#N | 5% | 3% | 11% | -13% | 1% | 122%[activator][59 µM] | -2 | 0% | -3% |
| O=C(O)c1ccccc1NCc1cccnc1 | 17% | -6% | 47%[activator] | -2% | 0% | . | 1 | 2% | . |
| CC1CN(S(=O)(=O)c2ccc(NC(=O)CCCN3C(=O)c4ccccc4C3=O)cc2)CC(C)O1 (centres undefined) | -5% | i | 28% | -21% | -2% | -20%[12.7 µM] | 2 | 5% | 4% |
| Cc1ccc(NC(=O)C2CCCC2)c(Br)c1 | 11% | 0% | 5% | 7% | 3% | . | 1 | -2% | . |
| COc1ccccc1CN(C)C(=O)C1COc2ccccc2O1 (centres undefined) | -4% | -8% | 33% | -4% | -2% | -6%[12.7 µM] | -2 | 0% | 11% |

Sorted by length of the SMILES (smallest number first): some entries from above
| SMILES | GLS inh | Tb PGK inh | HP1b chromo inh | JMJD2A Tudor | Pin1 inh | G9a block | PI4K2A block | Pol eta inh | BAZ2B block |
| --- | --- | --- | --- | --- | --- | --- | --- | --- | --- |
| COc1ccc(CCc2nc(C)ccc2O)cc1 | 24%&1% | 17%&2% | 21%&20% | -17%&-15% | -12%&-3% | -37%&4%[59 µM] | -3&1 | -10%&-9% | -26%&1% |
| CNc1nc(-c2ccccc2)cc(C(F)(F)F)c1C#N | 5% | 3% | 11% | -13% | 1% | 122%[activator][59 µM] | -2 | 0% | -3% |
| Cc1ccccc1CNC(=O)c1ccc2[nH]c(C)c(C)c2c1 | 6% | i | -16% | 50µM* | ? | ? | 1 | -14% | 40µM* |
| Fc1ccc(CNc2ncnc3onc(-c4ccc(F)cc4)c23)cc1 | 0% | i | 42%[activator] | 7% | 1% | -14%[59 µM] | -4 | -4% | 25%[57.1 µM] |
| O=C(Nc1ccc(F)cc1)c1oc2ccccc2c1NC(=O)C1CC1 | -13% | -3% | 78%[activator] | -15% | -7% | . | -3 | -3% | -9% |
| O=C(NCCC1CCCCN1S(=O)(=O)c1ccccc1)C(=O)NCc1cccnc1 (centres undefined) | -1% | 8% | 13% | -7% | 5% | -2%[0.501 µM] | 2 | -16% | -2% |
| COc1ccc(CNC(=O)c2ccc3c(c2)N(C)C(=O)C2CCCCN32)cc1OC (centres undefined) | 21% | -8% | 20%[57 µM] | -13% | 7% | 2%[59 µM] | -2 | 2% | -3% |
| O=[N+]([O-])c1ccccc1S(=O)(=O)Nc1ccc(-c2ccc(N3CCCC3)nn2)cc1 | -12% | -2% | 20% | -17% | 0% | -8%[0.501 µM] | -8 | 20µM* | -7% |
| COc1ccc(N=C2S/C(=C\c3ccc(OC(C)C(=O)O)c(OC)c3)C(=O)N2CCc2c[nH]c3ccccc23)cc1 (centres undefined) | 2% | -7% | ? | 40µM* | . | 35µM* | -2 | 32µM* | 22µM* |

Some of the compounds tested; the hit share may differ from the screen's.
